M1 agonist: agonists of M1 muscarinic receptor | CHO-M1 cells, Fluo-4 calcium fluorescence, agonist mode; hits give high values | AID 626 | 64,000 tested, 3% active | B-score at 10 µM;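 active means fluorescence rise, raw or as B-score row- and column-corrected plate score, outside the 99.7% band of its plate's samples, either direction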
S1P3 ag: S1P3 (human) receptor agonism; Q99500; S1P3 NFAT-BLA reporter cells, FRET ratio; relative to 1 µM S1P, basal subtracted; 60,000 tested, 0.1% active; AID 373; activation, % at 4.5 µM;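 active means activation above the screen-wide mean plus 3 SD, cut at about 4.5% in these data, passing the limit was not always enough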; further: some compounds called inactive have numbers as strong as hits
Target sequence (Q99500 whole entry, looked up): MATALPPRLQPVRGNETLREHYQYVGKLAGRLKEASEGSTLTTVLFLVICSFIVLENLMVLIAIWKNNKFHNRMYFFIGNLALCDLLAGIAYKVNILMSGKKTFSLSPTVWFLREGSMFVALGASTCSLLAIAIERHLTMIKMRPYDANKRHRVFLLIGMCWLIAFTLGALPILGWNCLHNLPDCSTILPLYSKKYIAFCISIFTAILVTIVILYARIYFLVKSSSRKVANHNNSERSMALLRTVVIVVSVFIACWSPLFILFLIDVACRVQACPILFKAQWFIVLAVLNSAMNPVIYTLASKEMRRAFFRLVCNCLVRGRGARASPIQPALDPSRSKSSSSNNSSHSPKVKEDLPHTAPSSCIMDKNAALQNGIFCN
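Measure – % activation relative to 1 µM S1P (100%), per plate · System – stable CHO line with human S1P3, Gα16, NFAT-BLA reporter · Timing – cells plated overnight, compound 4 h 37 °C, substrate 2 h RT · Technique – fluorescent BLA substrate, ex 405 nm, em 460/535 nm ratio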
TNAP act mid DEA: activates human TNAP at intermediate phosphate acceptor concentration | activation factor at 20 µM | 64,000 tested, under 10 active | purified TNAP, CDP-star luminescence, 100 mM DEA, 30 min; hits give high values; scale: 0 levamisole-inhibited, 1 vehicle-only enzyme;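 active means activation factor of at least 2 at 20 µM, relative to controls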
M1 antagonist: antagonists of rat M1 muscarinic receptor; AID 628; CHO-M1 cells, Fluo-4 calcium, ACh EC80 antagonist mode; hits give low values; 64,000 tested, 3.4% active; B-score at 10 µM; P08482;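 active means calcium fluorescence response, raw or row-and-column corrected B-score, differing from the plate sample mean either way at a set confidence level, mostly lower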
E coli RNAP: blocks E. coli RNA polymerase transcription. inhibition, %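 (tested at 10 µM)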. fluorescence transcription assay. P0A8V2. AID 559. 62,000 tested, 0.2% active; in the data active means inhibition above about 20%;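 further: 0% = enzyme without compound and 100% = no enzyme blank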
HEK293 NFkB inh: lowers PMA/ionomycin-induced NF-kB signal in HEK293 cells; inhibition, % at 3 µM; 62,000 tested, 0.21% active; HEK-293 NF-kB luciferase reporter, luminescence;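 active means inhibition above the mean of all tested compounds plus 3 SD, cut at about 40% in these data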;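 further: 0% = stimulated DMSO wells and 100% = 10 µM reference inhibitor 5653914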
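System – HEK-293 cells with stable firefly luciferase reporter driven by four HIV NF-kB elements · Doses – one dose, 3 µM · Schedule – 1 h compound pre-incubation, 16 h PMA/ionomycin at 37 °C · Technique – luminescence from luciferase substrate reagent · Measure – percent inhibition normalized per plate to DMSO and reference-inhibitor controls · Replicates – tested once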
D1 allo mod: allosterically modulates the human D1 dopamine receptor; 58,000 tested, 5.9% active; HEK293 D1, CRE-luciferase, dopamine EC30 potentiation; actives deviate in either direction; AID 641; B-score at 10 µM; P21728;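 active means luminescence count or its row- and column-corrected plate score outside the 99.7% band of the plate's sample wells, on either side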
S1P1 ag-PAM: agonists and agonism potentiators of human S1P1 receptor. 56,000 tested, 0.57% active. activation, % at 9.5 µM. S1P1 CRE-bla cells, forskolin, beta-lactamase FRET, potentiator mode; S1P1 agonist co-added at EC20, 2 nM; 100% = saturating reference agonist, 0% = basal. P21453;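 active means activation above a cutoff set at the mean activation of all tested compounds plus 3 SD, cut at about 54% in these data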;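 further: forskolin at 4 µM as EC80 and the EC20 agonist is SEW2871; 100% = SEW2871 at its EC100 plus forskolin at EC80; some compounds past the cut are filed as inactive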
Target sequence (P21453 whole entry, looked up): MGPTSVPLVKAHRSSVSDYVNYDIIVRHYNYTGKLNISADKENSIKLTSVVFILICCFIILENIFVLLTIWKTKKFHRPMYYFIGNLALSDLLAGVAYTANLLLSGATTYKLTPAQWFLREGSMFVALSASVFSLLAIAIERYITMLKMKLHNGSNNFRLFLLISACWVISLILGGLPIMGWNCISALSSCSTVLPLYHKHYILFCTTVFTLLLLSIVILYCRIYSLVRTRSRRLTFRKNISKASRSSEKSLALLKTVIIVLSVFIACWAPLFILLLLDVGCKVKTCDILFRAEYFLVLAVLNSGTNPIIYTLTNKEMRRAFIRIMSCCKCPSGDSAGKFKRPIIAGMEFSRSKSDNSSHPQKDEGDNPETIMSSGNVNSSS
Jurkat tox 60K: reduces viability or proliferation of Jurkat cells; Jurkat E6.1 viability, ATP luminescence, 48 h; inhibition, % at 4 µM; 56,000 tested, 1.2% active;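 active means inhibition above the mean inhibition of all tested compounds plus 3 SD, cut at about 28% in these data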
An asterisk follows results filed as active; nt = not tested or not shown.

Compound,M1 agonist,S1P3 ag,TNAP act mid DEA,M1 antagonist,E coli RNAP,HEK293 NFkB inh,D1 allo mod,S1P1 ag-PAM,Jurkat tox 60K
c1ccc(Cn2nnc3c(Nc4ccc5c(c4)OCO5)nc(C4CC4)nc32)cc1,0.351,-1.3,0.9,0.534,-4.8,30.9,1.21,39.4,11.4
CCOC(=O)c1c(NC(=O)CSc2nnc(CNc3ccc(F)cc3)o2)sc(C(C)=O)c1C,0.189,-0.7,1,1.47,6.9,-9.2,0.612,8.8,-0.3
CC1(C)Cc2ccccc2-c2nnc(SCC(=O)Nc3nc4ccccc4s3)n21,0.0452,-1.3,0.9,0.0564,8.1,-5.2,0.196,-11.0,-3.5
CCOc1ccc(-n2c(Cc3ccccc3)nnc2SCc2c(C)noc2C)cc1,-0.158,-1.0,0.9,-0.235,nt,5.7,nt,-11.3,3.0
CCC(=O)Nc1ccc(-c2nnc(SCC(=O)NCC3CCCO3)n2C)cc1 (configuration not stated),0.638,-1.0,0.9,0.0351,12.5,nt,nt,-13.2,nt
Brc1ccc2oc3c(N4CCOCC4)ncnc3c2c1,2.08,-1.3,1,-0.233,-11.1,23.7,5.06*,0.8,-0.3
Cc1cc(C(=O)NC2CCCC2)on1,1.17,-0.9,1.2,0.178,4.1,12.5,-0.398,-5.5,-1.9
Cc1ccc2cc(CCNC(=O)C3CCCC3)c(=O)[nH]c2c1,-0.93,-0.7,1,0.0025,-2.3,8.6,nt,-9.4,-4.8
O=C1CCc2cc(S(=O)(=O)N3CCC(C(=O)NCCC4=CCCCC4)CC3)ccc2N1,0.242,-1.3,0.9,-1.96,1.6,12.6,0.315,-15.2,-0.8
CCSc1ncc(Cl)c(C(=O)Nc2ccc(S(=O)(=O)Nc3onc(C)c3C)cc2)n1,0.817,-0.6,1,0,7.8,-0.8,5.62*,nt,0.9
O=C(Cc1cc(=O)[nH]c(=O)[nH]1)NCCN1CCOCC1,-0.394,-1.6,1,-0.138,4.8,-0.3,0.309,8.4,5.4
CCCOc1ccc(CSc2nnc(CCC)n2N)cc1,-0.136,-1.0,0.9,0.249,-7.5,8.0,-0.924,-0.8,7.5
CCOc1ccc(C(=O)NCCC(=O)NCCCC(=O)O)cc1,1.69,-0.2,0.9,-0.0676,2.6,6.5,0.226,-24.1,-3.1
CCC(C)NC(=O)c1cc(-c2ccc(OC)cc2)on1 (configuration not stated),-0.363,nt,0.8,-0.911,9.2,-19.0,-0.94,nt,nt
Cn1c(SCC(=O)Nc2ccc(N3CCOCC3)c(Cl)c2)nnc1-c1ccccc1,-0.198,-1.2,0.9,0.769,7.9,11.1,-0.849,89.2*,7.0
CCOC(=O)C1CCCN(C(=O)Cc2c(C(=O)O)[nH]c3ccccc23)C1 (configuration not stated),4.63*,nt,1,0.809,5.3,7.8,nt,nt,nt
CCCC(=O)Nc1cc(C)c(NC(=O)c2ccncc2)cn1,0.602,-0.4,1,0.0988,4.7,15.2,-0.808,-8.9,-0.6
O=C(NCC1CCCO1)c1ccc2c(c1)OCO2 (configuration not stated),-0.0621,-0.3,1,1.79,-4.9,-6.2,nt,12.7,7.8
CCOc1ccccc1N1CCN(Cc2cccc(OC)c2O)CC1,-0.0878,-1.1,0.9,-0.281,1.6,-2.6,-3.68*,nt,3.9
CS(=O)(=O)N(CC(=O)N1CCCC1)c1cccc(Cl)c1,nt,0.7,1,nt,6.6,11.7,-0.226,-18.6,-0.5
CCN(CC)CCCNC(=O)c1cc(-c2ccc(O)cc2)on1,0.386,1.0,0.9,-0.532,7.0,1.2,-0.0528,-10.3,-6.4
O=C1Nc2ccccc2C(O)(C(=O)NCc2ccco2)N1c1ccc(Cl)cc1 (configuration not stated),-0.217,nt,1,-0.716,2.0,12.3,-0.0785,nt,nt
O=C(NCC1CCCO1)c1ccc2c(c1)N(Cc1ccccc1)C(=O)CS2=O (configuration not stated),0.502,0.2,0.9,2.06,2.0,11.0,0.0285,4.4,0.3
COc1cccc(-c2nc(CS(=O)(=O)CC(=O)Nc3c(C)cccc3C)c(C)o2)c1,0.641,-1.0,1,-1.12,-1.4,10.3,nt,15.2,-7.2

3 entries already listed, sorted by molar mass, ascending:
Compound,M1 agonist,S1P3 ag,TNAP act mid DEA,M1 antagonist,E coli RNAP,HEK293 NFkB inh,D1 allo mod,S1P1 ag-PAM,Jurkat tox 60K
Cc1ccc2cc(CCNC(=O)C3CCCC3)c(=O)[nH]c2c1,-0.93,-0.7,1,0.0025,-2.3,8.6,nt,-9.4,-4.8
CCOC(=O)C1CCCN(C(=O)Cc2c(C(=O)O)[nH]c3ccccc23)C1 (configuration not stated),4.63*,nt,1,0.809,5.3,7.8,nt,nt,nt
c1ccc(Cn2nnc3c(Nc4ccc5c(c4)OCO5)nc(C4CC4)nc32)cc1,0.351,-1.3,0.9,0.534,-4.8,30.9,1.21,39.4,11.4

(further entries)
Compound,M1 agonist,S1P3 ag,TNAP act mid DEA,M1 antagonist,E coli RNAP,HEK293 NFkB inh,D1 allo mod,S1P1 ag-PAM,Jurkat tox 60K
CC(C)Oc1snc(Cl)c1C(N)=O,0.163,nt,0.9,-0.00713,7.7,-2.9,nt,nt,nt
C#CC1(O)CC(C)N(C)C(C)C1 (configuration not stated),2.4*,-0.8,1,0.278,10.9,2.7,-1.49,-2.5,3.1
Cc1cc2ncn(C(=O)c3c(-c4ccccc4)noc3C)c2cc1C,0.195,-0.6,0.9,-0.489,6.9,5.6,0.448,38.7,0.3
N#CCSc1nnc2c(Cl)cc(Cl)cn12,0.333,-0.8,0.9,1.17,-2.6,8.1,-0.372,-22.0,-2.3
CN(Cc1nc(-c2ccccn2)no1)S(=O)(=O)c1ccc(Cl)cc1,-1.46,-1.0,0.9,0.912,5.5,2.7,0.367,nt,-2.7
COc1cccc(C2CC(c3ccccc3OC)n3ncnc3N2)c1 (configuration not stated),-0.973,1.1,1,0.185,3.9,-10.1,0.177,-13.8,-6.7
COCCCNC(=O)CCn1c(=O)c2ccccc2n(CC(=O)Nc2ccc(C)cc2C)c1=O,0.12,1.2,0.8,0.351,4.5,11.9,0.312,-7.6,-9.8
Cc1cc(N2CCN(c3nnnn3-c3ccccc3)CC2)n2ncnc2n1,0.648,-0.4,0.9,0.249,5.7,0.6,0.000659,2.1,-5.0
COc1ccc(-c2nc(CS(=O)CC(=O)NCc3ccco3)c(C)o2)cc1 (configuration not stated),-0.908,-0.7,1,-0.217,10.3,3.4,-0.0967,-0.8,-1.0
COc1ccc(NC(=O)CSc2nnc(-c3cccs3)n2Cc2ccco2)cc1OC,-0.00934,-1.0,0.9,-0.0114,5.5,9.2,1.46,-12.5,5.4
Cn1c2c(c(=O)n(C)c1=O)CN(Cc1ccc3c(c1)OCO3)CN2,-0.654,-1.5,0.9,0.57,8.1,5.1,0.402,-10.9,13.3
Cc1cccc(-n2ncc(C#N)c2N)c1,-0.019,-0.3,0.8,0.791,5.6,16.8,0.596,-7.9,-7.9
CC(=O)OCCCCON1C(=O)c2ccccc2C1=O,0.808,0.3,1,0.448,10.5,-3.8,0.226,19.1,-2.0
COc1ccccc1-c1nnc(NC(=O)c2ccc(S(=O)(=O)N(C)C)cc2)o1,-0.0217,-0.7,1,-0.799,0.6,5.0,-0.717,8.8,20.1
Cc1cccc(OCCC(=O)Nc2c(C)n(C)n(-c3ccccc3)c2=O)c1,-0.0445,0.3,1,1,5.5,14.3,-0.211,3.4,-7.6
Cc1cc(=O)n2c(-c3ccccc3C)n[nH]c2n1,-0.0178,-0.1,0.9,-0.814,8.5,10.7,-0.841,-6.3,-5.2
C=CCn1c(SCC(=O)NCC2CCCO2)nc2scc(-c3ccco3)c2c1=O (configuration not stated),-2.04,-0.9,0.9,-0.339,5.2,11.9,1.14,-16.9,-6.2
O=C(CSc1nnc(-c2ccc(Cl)s2)o1)N1CCOCC1,nt,-1.7,0.9,nt,-2.6,-2.4,-0.366,-3.8,7.3
COc1ccccc1NC(=O)N1CCc2[nH]c3ccc(Cl)cc3c2C1,-0.089,0.2,0.9,0.0037,11.4,-4.8,-0.0761,-13.6,-0.6
Cc1onc(-c2c(F)cccc2Cl)c1C(=O)OCC(=O)Nc1c(C)n(C)n(-c2ccccc2)c1=O,0.0842,nt,0.9,-1.71,5.0,14.2,0.264,nt,nt
Nc1ccc(N2CCCCCC2)cc1,-0.064,-1.4,0.9,1.13,12.3,10.1,0.11,54.2,37.0*
CCCCCn1c(=O)[nH]c2cc(C(=O)NCCCN3CCCCC3)ccc2c1=O,-0.854,nt,0.9,-0.614,6.9,1.8,-1.04,nt,nt
CC1(C)CC(=O)C(C=N)=C(O)C1,-0.555,-2.1,1,-2.31,10.4,nt,nt,-6.3,nt
Cc1ccccc1NC(=O)CSc1nc(Nc2ccccc2)nc(N2CCOCC2)n1,0.802,-0.5,0.9,0.8,-3.2,25.1,2.18,nt,6.6
CN(C)S(=O)(=O)c1ccc(C(=O)Nc2ccccc2OC(F)(F)C(F)F)cc1,-1.52,-0.9,0.9,-0.206,8.7,15.4,-1.36,-17.1,3.5
CCOc1nc2ccccc2nc1NS(=O)(=O)c1ccccc1,-0.321,-0.2,0.9,0.677,11.4,11.7,1.1,16.0,-4.4
COC(=O)c1cnn2c3c(c(C)nc12)CCCC3,0.00464,nt,0.9,0.52,2.8,4.2,-0.74,nt,nt
CCC(=O)Nc1cc2c(cc1C(=O)c1ccccc1)OCCO2,-0.848,1.5,0.9,-0.114,6.2,13.5,13.4*,-27.7,7.5
Cc1ccccc1Cn1nnc(C(=O)Nc2cccc(C)c2C)c1N,-2.07,-0.7,0.9,0.0157,0.7,6.4,0.282,46.9,2.7
CSc1ccccc1-n1nnnc1SCc1ccccc1,0.0503,-0.7,0.9,0.351,3.0,15.6,3.79*,30.4,-2.4
Cc1ccc(N(C(=O)C2CCCC2)C2C=CS(=O)(=O)C2)cc1 (configuration not stated),0.85,-1.2,1,-0.0263,5.4,16.8,0.181,-20.1,-6.1
O=C(Nc1ccc(Br)c(Cl)c1)C1CC1,0.697,-1.0,1,-6.24*,10.3,6.3,-1.95,nt,5.0
Nc1c(S(=O)(=O)c2cccs2)c2nc3ccccc3nc2n1Cc1ccc2c(c1)OCO2,-0.466,0.2,0.8,-0.105,-0.1,23.1,0.199,-6.8,5.8
CCN(CC)S(=O)(=O)c1cccc(C(=O)Nc2ccc(Cl)cn2)c1,-0.0934,-0.6,0.9,1.05,5.2,5.0,-0.938,13.2,25.8
O=C(CN(C(=O)c1ccc2c(c1)OCCO2)c1ccccc1)NCC1CCCO1 (configuration not stated),-0.431,-0.1,0.9,-1.02,5.4,12.1,-0.122,0.1,-0.2
CCOc1ccc(-n2c(SCC(=O)Nc3ccc4c(c3)OCO4)nc3c(c2=O)SCC3)cc1,-0.0292,-1.1,0.9,-0.373,8.6,-1.9,-0.456,-0.6,-12.6
NC(=O)c1ccc(F)cc1,-0.24,0.4,0.9,0.000453,9.1,7.0,-0.569,3.9,-2.1
C(=N\n1cnnc1)/c1cccc(Oc2ccccc2)c1,0.445,-4.1,0.9,-0.0705,-5.9,nt,nt,-15.4,nt
COc1cc2c(cc1OC)CN(C(=O)CSc1nnc(C)s1)CC2,-0.714,-0.8,0.9,-0.0396,5.7,8.3,0.324,-8.0,-9.6
COc1ccc(Cl)cc1NC(=O)CN1CCC(n2nnc3cc(C)ccc32)CC1,-0.128,0.0,1.1,0.0649,9.5,4.1,0.47,-15.9,-1.4

High-throughput results from PubChem.
